hERG protect: shields human hERG channel from block by proarrhythmic agents; 310,000 tested, 0.51% active; activation (rescue from dofetilide block), less the hit threshold, % at 10 µM; Q12809; CHO-hERG, FluxOR thallium flux, dofetilide IC70 present;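 active means activation above the mean of controls blocked by dofetilide plus 5 SD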;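 further: thallium influx through hERG after potassium depolarization seen as dye fluorescence rise; in these data hits start at about 4.7%; inactives centre near -7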
KCNQ1 block: blocks the human KCNQ1 potassium channel; P51787; CHO-K1 KCNQ1, FluxOR thallium flux fluorescence; stronger effect = higher value; B-score at 10 µM; 310,000 tested, 1.3% active; AID 2642;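 active means compounds whose thallium flux B-score, printed positive for inhibition, exceeds three library SD while starting fluorescence stays within three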;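 further: channel opened by potassium depolarization with thallium stimulus after 20 min compound exposure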
TRPC4 agonist: TRPC4 (mouse) channel activation; HEK293 TRPC4beta/mu-opioid, Fluo4 calcium fluorescence; stronger effect = higher value; 310,000 tested, 0.49% active; B-score at 10 µM; Q9QUQ5;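 active means B-score above 5 SD of library B-scores, and initial fluorescence ratio not above library mean plus 5 SD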;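 further: positive B-score marks a calcium rise read as TRPC4 activation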
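Assay system: HEK293 cells stably co-expressing mouse TRPC4beta and mu-opioid receptor / Timing: Fluo4 dye loading 45 min at room temperature, 110 s recording / Signal: Fluo4 calcium-sensitive dye fluorescence, kinetic, 1 Hz baseline / Read-out: integrated baseline-normalised fluorescence ratio, converted to per-well B score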
PolyA inh: inhibitors of polyadenylation in S. cerevisiae; S. cerevisiae SKY197-pL101 polyadenylation reporter, beta-gal luminescence; efflux-impaired pdr1/pdr3 knockout yeast; score 100 = 6 SD above DMSO; calls only at 12 µM; 300,000 tested, 0.02% active;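 active means lowest replicate activity score at least 50, where 100 means six control SD above control mean; inconclusive means lowest score under 50 but half or more replicates reach 50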;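 further: yeast exposed to compound for 9 h at 30 °C; higher score means more reporter readthrough which indicates perturbed polyadenylation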
TRPC4 PAM: allosteric potentiators of mouse TRPC4 channel; B-score at 10 µM; Q9QUQ5; HEK293 TRPC4beta/mu-opioid, DAMGO EC20, Fluo-4 Ca2+ flux; stronger effect = higher value; 310,000 tested, 0.42% active;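 active means B-score of calcium response area above 5 SD of library B-scores, with initial fluorescence ratio within 5 SD of library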;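 further: B-score of integrated fluorescence ratio over time as area under calcium response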
KCNK3 inh: human KCNK3 channel inhibition, primary screen; O14649; CHO-KCNK3 thallium flux, FluxOR fluorescence; stronger effect = lower value; B-score at 10 µM; 340,000 tested, 0.84% active;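 active means B-score under library mean minus 4 SD, starting fluorescence ratio at most library mean plus 5 SD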;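 further: more negative B-score means stronger inhibition of thallium flux through KCNK3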
Target sequence (O14649 whole entry, looked up): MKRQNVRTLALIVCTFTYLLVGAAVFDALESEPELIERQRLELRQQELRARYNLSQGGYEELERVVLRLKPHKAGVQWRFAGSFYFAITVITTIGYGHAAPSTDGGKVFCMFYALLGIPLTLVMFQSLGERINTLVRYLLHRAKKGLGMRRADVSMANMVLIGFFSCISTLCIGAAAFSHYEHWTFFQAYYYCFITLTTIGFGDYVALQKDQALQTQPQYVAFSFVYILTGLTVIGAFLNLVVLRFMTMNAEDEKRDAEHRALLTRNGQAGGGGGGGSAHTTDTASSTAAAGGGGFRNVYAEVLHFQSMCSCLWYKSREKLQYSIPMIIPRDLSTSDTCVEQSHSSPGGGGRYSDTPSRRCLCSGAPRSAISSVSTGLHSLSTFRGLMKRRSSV
KCNK9 inh: inhibitors of human KCNK9 two-pore domain potassium channel. B-score at 10 µM. 310,000 tested, 1.2% active. HEK293 KCNK9, FluxOR thallium flux fluorescence; stronger effect = lower value. Q9NPC2;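 active means ratio B-score over 3 SD below the library mean, with starting fluorescence within 5 SD of its mean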;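 further: negative B-score means less thallium flux so channel inhibition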
Target sequence (Q9NPC2 whole entry, looked up, the tested form may be a part): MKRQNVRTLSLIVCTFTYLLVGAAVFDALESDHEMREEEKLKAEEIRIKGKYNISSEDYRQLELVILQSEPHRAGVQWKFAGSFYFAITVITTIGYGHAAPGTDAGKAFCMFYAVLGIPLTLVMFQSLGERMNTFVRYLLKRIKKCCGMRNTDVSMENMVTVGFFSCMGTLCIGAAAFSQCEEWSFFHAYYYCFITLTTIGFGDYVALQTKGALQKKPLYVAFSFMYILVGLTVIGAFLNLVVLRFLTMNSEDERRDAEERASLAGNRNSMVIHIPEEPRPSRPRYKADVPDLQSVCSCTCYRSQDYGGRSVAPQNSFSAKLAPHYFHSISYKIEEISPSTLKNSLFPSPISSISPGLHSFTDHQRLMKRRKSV
TRPC4 inh: blocks the mouse TRPC4 cation channel; Q9QUQ5; HEK293 TRPC4beta/mu-opioid, DAMGO-evoked Fluo4 calcium flux; stronger effect = lower value; B-score at 10 µM; 300,000 tested, 0.39% active;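 active means B-score over 3 SD under the library average, no early fluorescence shift, positive overall ratio signal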
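Assay system: HEK293 cells with stable TRPC4beta plus mu-opioid receptor expression; Probe or stimulus: DAMGO in two steps, submaximal then maximal; Dosing: single-point compound dosing; Measured by: Fluo4 calcium-dye fluorescence, kinetic read; Read-out basis: B score from integrated Fluo4 fluorescence ratio.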
Platelet DG rel: modulates dense granule release in human platelets; human platelet-rich plasma, SFLLRN dense granule ATP release, luminescence; inhibition, %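 (compounds screened at 7.5 µM in platelet-rich plasma)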; 300,000 tested, 0.22% active;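 active means mean replicate score, as percent of positive control, at or above 50; inconclusive means mean below 50 but at least one replicate at or above 50; inactive means mean and every replicate below 50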
Dyrk1A ADPGlo: Dyrk1A (rat) kinase inhibition; inhibition, % at 12.5 µM; 310,000 tested, 0.43% active; ADP-Glo luminescence, NFATc1 peptide; in the data active means inhibition above about 50%;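 further: plate controls were vehicle with enzyme for no effect and no enzyme for full effect; many of its hits are not listed in these tables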
KCNQ1 act: potentiates or activates the human KCNQ1 potassium channel. B-score at 10 µM. CHO-K1 KCNQ1, thallium flux FluxOR fluorescence; stronger effect = higher value. 310,000 tested, 0.35% active. AID 2648;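 active means fluorescence ratio B-score, a plate-corrected score, at least three library SD, with initial intensity B-score within 5 SD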
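Schedule – 37 °C overnight plating, 90-min dark dye load, 20-min compound pretreatment · System – stable KCNQ1 CHO-K1 line · Probe or stimulus – thallium- and potassium-containing depolarizing buffer · Measured by – kinetic FluxOR fluorescence, 10 s baseline plus 110 s post-stimulus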
Active calls of the source: *; i = inactive; u = inconclusive; x = not tested or not shown. Only part of the results is shown. The share of hits here may be higher or lower than overall.

Start of the data: the first two records, ahead of the listing:
SMILES	hERG protect	KCNQ1 block	TRPC4 agonist	PolyA inh	TRPC4 PAM	KCNK3 inh	KCNK9 inh	TRPC4 inh	Platelet DG rel	Dyrk1A ADPGlo	KCNQ1 act
O=C1CCC(C(=O)N2CCCCO2)CN1Cc1cccc(F)c1 (configuration not stated)	-5	i	i	i	i	i	i	i	1	3	i
Cc1ccc(O)c(NC(=O)C2CC(c3c(F)cccc3Cl)=NO2)c1 (configuration not stated)	-8	i	i	i	i	i	i	i	2	-1	i

Results, repeating the preview:
SMILES	hERG protect	KCNQ1 block	TRPC4 agonist	PolyA inh	TRPC4 PAM	KCNK3 inh	KCNK9 inh	TRPC4 inh	Platelet DG rel	Dyrk1A ADPGlo	KCNQ1 act
O=C1CCC(C(=O)N2CCCCO2)CN1Cc1cccc(F)c1 (configuration not stated)	-5	i	i	i	i	i	i	i	1	3	i
Cc1ccc(O)c(NC(=O)C2CC(c3c(F)cccc3Cl)=NO2)c1 (configuration not stated)	-8	i	i	i	i	i	i	i	2	-1	i
Nc1ccc2c(c1)C/C(=C/c1ccco1)C2=O	-24	i	i	i	i	i	i	i	3	28	i
CC[n+]1c(/C=C2\Sc3ccccc3N2C)ccc2cccc(C)c21	-67	22*	i	i	i	i	i	i	1	-1	i
COC(=O)c1[nH]c2ccccc2c1NC(=O)CN1CCN(C(=O)c2ccco2)CC1	-10	i	i	i	i	i	i	i	u	-2	i
CN(C)S(=O)(=O)c1ccc2nnn(O)c2c1	-10	i	i	i	i	i	i	i	-1	-5	i
Cc1ccc(S(=O)(=O)c2nc(S(C)(=O)=O)sc2N2CCC3(CC2)OCCO3)cc1	-7	i	i	i	i	i	i	i	-6	-3	i
C/C(=N\NC(=O)c1ccc(CN2CCOCC2)cc1)c1ccc(NC(=O)c2ccccc2)cc1	-17	i	i	i	i	i	i	i	2	-4	i
O=C(N=Nc1c(O)[nH]c2ccccc12)c1cc(NS(=O)(=O)c2cccs2)cc(NS(=O)(=O)c2cccs2)c1	-10	i	i	i	i	i	i	i	-1	-4	i
COCCNC(=O)c1ccc2c3n(nc2c1)-c1ccc(Cl)cc1CO3	-7	i	i	i	i	i	i	i	2	-4	i
CCOc1ccc(NC(=O)C(=O)NCCCn2ccnc2)cc1	-4	i	i	i	i	i	i	i	6	-1	i
O=S(=O)(Nc1ccc(N2CCOCC2)cc1)c1c(F)cc(F)cc1Br	-5	i	i	i	i	i	i	i	-4	0	i
CC(=O)Nc1ccc(NC(=O)C(C)OC(=O)CCCN2C(=O)c3cccc4cccc(c34)C2=O)cc1 (configuration not stated)	-8	i	i	i	i	i	i	i	-6	x	i
CCc1ccccc1NC(=O)C1CCCN(c2ncccn2)C1 (configuration not stated)	-3	i	i	i	i	i	i	i	-2	2	i
COc1ccc(NC(C)C(=O)Nc2ccc(C(C)(C)C)cc2)cc1Cl (configuration not stated)	-4	7*	i	i	i	i	i	i	-1	14	i
COc1ccc(OCC(=O)Nc2ccc(NC(=O)c3ccccc3Cl)c(OC)c2)cc1	-12	i	i	i	i	i	i	i	-9	0	i
O=C(COC(=O)Cc1cccc(C(F)(F)F)c1)NC1CC1	-7	i	i	i	i	i	i	i	5	-4	i
CN1C(=O)C(CC(=O)Nc2ccc(F)cc2)N(NC(=O)c2cccc(F)c2)C1=S (configuration not stated)	-3	i	i	i	i	i	i	i	-1	x	i
CSc1nnc(-c2sc(-c3ccccc3)nc2C)n1C	-8	i	i	i	i	i	i	i	-1	-8	i
O=C(NCCC1=CCCCC1)C1CCN(S(=O)(=O)N2CCCC2)CC1	-9	i	i	i	i	i	i	i	-2	-5	i
COc1cc(C(C)=O)ccc1OCCCOc1cccc2cccnc12	-14	i	i	i	i	i	i	i	2	x	i
COc1cc(O)c(C(CCN2CCCC2)c2cc(OC)c(OC)c(OC)c2)c(OC)c1 (configuration not stated)	-5	i	i	x	i	i	i	i	-4	9	i
CCOC(=O)N1CCN(c2ncnc3c2[nH]c2ccc(F)cc23)CC1	1	i	i	i	i	i	i	i	7	-3	i
COc1ccccc1/C=N/NC(=O)c1cccc2ccccc12	-2	i	i	i	i	i	i	i	-4	14	i
NC(=O)C1CCCN1S(=O)(=O)c1ccc2ccccc2c1 (configuration not stated)	-5	i	i	x	i	i	i	i	18	5	i
CCOC(=O)N1CCN(C(=O)CSc2nc(=O)n3ccccc3n2)CC1	-12	i	i	i	i	i	i	i	4	-7	i
Cc1cc(NC(=O)CCC(=O)N(c2ccc(F)cc2)C(C(=O)NC2CCCC2)c2cccnc2)no1 (configuration not stated)	-5	i	i	i	i	i	i	i	-7	-5	i
CCOc1ccc(/C(=N\O)C(C)NO)cc1 (configuration not stated)	-15	i	i	i	i	i	i	i	-5	-1	i
C/C(CCC(=O)OC[C@H]1O[C@H](C#Cc2ccccc2)C=C[C@@H]1Oc1ccc(C)cc1)=N\OC[C@@H](O)[C@H]1O[C@@H]2OC(C)(C)O[C@@H]2[C@H]1O	-5	i	i	i	i	x	i	i	-1	x	i
O=c1c2[nH]c3ccccc3c2ncn1CCCn1ccnc1	-6	i	i	i	i	i	i	i	-11	6	i
O=c1cc(-c2ccc(O)cc2)oc2c(C3OCC(O)C(O)C3O)c(O)c(C3OC(CO)C(O)C(O)C3O)c(O)c12 (configuration not stated)	-7	i	i	i	i	i	i	i	-4	32	i
COc1cc(/C=C2\SC(=S)N(NC(=O)c3cccc(O)c3)C2=O)ccc1O	0	i	i	i	i	i	i	i	9	61*	i
CSc1nnc(C)c(=O)n1COC(=O)COc1ccc(Cl)cc1	-8	i	i	i	i	i	i	i	9	1	i
O=C1c2ccccc2C(Nc2ccc3c(c2)OCCO3)N1Cc1ccccc1 (configuration not stated)	-17	i	i	i	i	i	i	i	-1	-4	i
Cc1ccc(C)c(OCC(=O)Nc2nonc2NC(=O)COc2cc(C)ccc2C)c1	-7	i	i	i	i	i	i	i	3	6	i
COc1ccccc1C(=O)N1CCN(C2CCN(Cc3ccccc3)CC2)CC1	3	i	i	i	i	i	i	i	-4	1	i
COc1ccc(CN(Cc2cccnc2)S(=O)(=O)c2ccc(-n3cnnn3)c(C)c2)cc1OC	-13	i	i	i	i	i	i	i	3	-8	i
Cc1ccc(-c2cc(C(=O)N/N=C/c3ccc(Cl)cc3)n[nH]2)o1	-11	i	i	i	i	i	i	i	4	-2	i
O=C1NC2=C(C(=O)CCC2)C(c2ccc3ncccc3c2)N1 (configuration not stated)	1	i	i	i	i	i	i	i	1	1	i
Cn1c2ccc(Cl)cc2c2nc3ccccc3nc21	-9	i	i	i	i	i	i	i	11	3	i
O=C(c1ccccc1)c1c[nH]c(C(=O)NCCCN2CCOCC2)c1	-15	i	i	i	i	i	i	i	-3	2	i
CCOC(=O)C[n+]1c(C)csc1C	-9	i	i	i	i	i	i	i	-2	1	i
Nc1cccc(CCc2ccncc2)c1	-10	i	i	i	i	i	i	i	1	x	i
O=C(Nc1cc2c(oc1=O)CCCC2=O)c1ccc(Cl)cc1	-3	i	i	i	i	i	i	i	0	-8	i
Cc1cccc(NC(=O)CSCC(=O)Nc2ccccc2C(=O)NC2CC2)c1	-14	i	i	i	i	i	i	i	23	-6	i
O=C(CNC(=O)c1ccc(Br)o1)NCc1ccccc1	-8	i	i	i	i	i	i	i	-11	-8	i
COc1ccccc1N1CCN(C(=O)c2ccc(S(=O)(=O)N3CCCCC3)cc2)CC1	-9	i	i	i	i	i	i	i	1	7	i
Cc1ccc(SCCn2nc(C(=O)O)c3ccccc3c2=O)cc1	-3	i	i	i	i	i	i	i	-5	x	i
CCC1(c2ccc(F)cc2)NC(=O)N(CC(=O)N2CCc3ccccc3C2)C1=O (configuration not stated)	-10	i	i	i	i	i	i	i	-5	11	i
CC(C(=O)Nc1sc2c(c1C(=O)NCc1ccco1)CCCC2)N1C(=O)c2ccccc2C1=O (configuration not stated)	-3	i	i	i	i	i	i	i	5	0	i
CCCC(=O)Nc1cccc(-c2nc3cc(C)c(C)cc3o2)c1	-8	i	i	i	i	i	i	i	x	-2	i
COc1ccc(NC(=O)NCc2ccccn2)cc1OC	-11	i	i	i	i	i	i	i	-3	6	i
CN1C(=O)c2ccc(C(=O)Nc3ccccc3O)cc2C1=O	-2	i	i	i	i	i	i	i	1	-1	i
O=[N+]([O-])c1ccccc1NCCNc1ncc(C(F)(F)F)cc1Cl	-2	i	i	i	i	i	i	i	-5	11	i
C(=N\N1CCN(C2c3ccccc3-c3ccccc32)CC1)/c1ccncc1	-8	i	i	i	i	i	i	i	-13	-3	i
C/C(=N\NC(=O)c1ccc(-c2ccccc2)cc1)C1C(=O)c2ccccc2C1=O	-24	7*	i	i	i	i	i	i	-4	-7	i
C/C(=N\NC(=S)NCCc1ccccc1)c1ccc(Cl)cc1Cl	-2	i	i	i	i	i	i	i	20	3	i
CCOc1ccc(NC(=O)CSc2nc3ccccc3c(=O)n2CCCC(=O)NCCCN2CCCC2=O)cc1	-10	i	i	i	i	i	i	i	3	x	i
COc1ccc(COC(=O)CCS(=O)(=O)c2ccc(C)cc2)cc1	-13	i	i	i	i	i	i	i	4	-3	i
CCN1CSC(=S)N(Cc2ccccc2)C1	-10	i	i	i	i	i	i	i	9	-8	i
Additional structures:
SMILES	hERG protect	KCNQ1 block	TRPC4 agonist	PolyA inh	TRPC4 PAM	KCNK3 inh	KCNK9 inh	TRPC4 inh	Platelet DG rel	Dyrk1A ADPGlo	KCNQ1 act
Nc1ccc(C23CC4CC(CC(CO)(C4)C2)C3)cc1	-8	i	i	i	i	i	i	i	-1	-9	i
COCCCn1c(=O)/c(=C\c2ccc(OC(F)F)c(OC)c2)s/c1=C(/C#N)C(=O)NCCOC	-8	i	i	i	i	i	i	i	5	-3	i
COCCC1CCCCN1C(=O)c1cc(COc2cccc(C(C)=O)c2)on1 (configuration not stated)	-15	i	i	i	i	i	i	i	-2	2	i
CCC(CC)C(=O)NCCc1cc2c(OC)ccc(OC)c2[nH]c1=O	-5	i	i	i	i	i	i	i	-5	-3	i
COc1ccc(OC)c(CCNC(=O)CSc2ccsc2[N+](=O)[O-])c1	-3	i	i	i	i	i	i	i	-2	-3	i
Cc1ccc(C(=O)OCC(=O)NC(C)C)cc1S(=O)(=O)N1CCOCC1	-5	i	i	i	i	i	i	i	3	0	i
COc1ccc(-c2cc(C(=O)Nc3ccc4c(c3)OCO4)no2)cc1OC	-3	i	i	i	i	i	i	i	-42	-2	i

Screens: PubChem BioAssay, several laboratories
